# Compound activity from PubChem BioAssay.
# CD11b adhes enh = increases human CD11b/CD18 adhesion to fibrinogen. P05107+P11215. K562 CD11b/CD18 adhesion to fibrinogen, ATPlite luminescence. activation, % at 10 µM. actives 0.07% (n = 93,000). AID 1499;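 active = 10 µM primary screen giving 50% or more activity, confirmed by 40% or more on retest at that dose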; note: strong numbers were not always called active; reference of the scale not given here
# Calb biofilm kill = kills Candida albicans biofilms | C. albicans biofilm + clotrimazole, Alamar Blue | inhibition, % at 6 µM | actives 0.14% (n = 85,000) | AID 834;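 active = inhibition above 20%; inactive = inhibition below 20%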;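 note: preformed 24 hr biofilms exposed to compound for 48 hr; 0% = biofilm without compound and 100% = blank killed by clotrimazole plus chlorhexidine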
# MT1-MMP txn act = MT1-MMP promoter transcription activation; HT1080 MT1-MMP promoter luciferase reporter, luminescence, overnight; active compounds read high; activation factor at 10 µM; actives 0.16% (n = 86,000);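 active = activation factor of at least 2 for MT1-MMP transcription at 10 µM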
# ERa coact pot = enhances coactivator binding to human estrogen receptor alpha; P03372; coactivator binding (% of control), % at 25.6 µM; AID 639; TR-FRET ERalpha-LBD/SRC-Cy5 coactivator binding, 2 h; 100 = basal binding, no effect; actives 1.3% (n = 86,000); in the data active = activity above about 200%;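 note: binding measured in presence of low estradiol as agonist stimulus; 0% = peptide alone without receptor and 100% = receptor with peptide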
# sEH activator = increases human soluble epoxide hydrolase activity. P34913. activation, % at 2 µM. purified human sEH enzymatic activity, activator screen. actives 0.04% (n = 91,000); in the data active = activation above about 37%; note: values of inactives mirror those of a sister screen read the other way
# Mac1 fbg inh = blocks human CD11b/CD18 adhesion to fibrinogen; P05107+P11215; K562 CD11b/CD18 adhesion to fibrinogen, ATPlite luminescence; Mn2+ added to activate the integrin; inhibition, % at 10 µM; actives 0.54% (n = 93,000); AID 1497;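 active = primary inhibition of 50% or more at 10 µM, then 40% or more on retest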; note: some results filed as inactive read as strong as hits
# Smad3 inh = blocks human Smad3 binding to FoxH1 peptide; TR-FRET Smad3/Dy647-FoxH1 peptide binding, europium anti-His; actives 0.29% (n = 88,000); inhibition, % at 25 µM;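 active = compounds that reduce the energy-transfer binding signal between the protein and its labelled peptide by more than half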;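 note: 0% = Smad3 plus labelled peptide maximal FRET and 100% = peptide-only background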
# Target sequence (P84022 whole entry, looked up): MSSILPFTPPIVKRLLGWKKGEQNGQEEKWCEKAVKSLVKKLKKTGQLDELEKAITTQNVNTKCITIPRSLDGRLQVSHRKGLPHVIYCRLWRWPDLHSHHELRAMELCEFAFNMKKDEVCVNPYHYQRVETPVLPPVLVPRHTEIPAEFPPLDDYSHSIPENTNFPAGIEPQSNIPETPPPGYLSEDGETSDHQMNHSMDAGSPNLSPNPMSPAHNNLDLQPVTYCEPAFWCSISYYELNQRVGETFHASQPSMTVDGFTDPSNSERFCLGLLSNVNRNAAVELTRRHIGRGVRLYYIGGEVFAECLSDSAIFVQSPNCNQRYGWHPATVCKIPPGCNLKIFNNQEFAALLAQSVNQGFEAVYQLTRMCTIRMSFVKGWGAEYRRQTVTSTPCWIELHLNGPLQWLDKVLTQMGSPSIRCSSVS
# ERb SRC1 inh = blocks coactivator binding to human estrogen receptor beta. Q92731. TR-FRET ER-beta LBD / SRC1-Cy5 peptide binding; receptor agonist-loaded with 1 µM estradiol. inhibition, % at 25.6 µM. actives 1.3% (n = 86,000);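 active = compounds whose percent inhibition of the receptor-coactivator binding signal exceeds about 50% in the single-dose screen, limit read from the data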;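 note: 0% = receptor plus peptide wells without compound and 100% = peptide-only wells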
# Target sequence (Q92731 whole entry, looked up, the tested form may be a part): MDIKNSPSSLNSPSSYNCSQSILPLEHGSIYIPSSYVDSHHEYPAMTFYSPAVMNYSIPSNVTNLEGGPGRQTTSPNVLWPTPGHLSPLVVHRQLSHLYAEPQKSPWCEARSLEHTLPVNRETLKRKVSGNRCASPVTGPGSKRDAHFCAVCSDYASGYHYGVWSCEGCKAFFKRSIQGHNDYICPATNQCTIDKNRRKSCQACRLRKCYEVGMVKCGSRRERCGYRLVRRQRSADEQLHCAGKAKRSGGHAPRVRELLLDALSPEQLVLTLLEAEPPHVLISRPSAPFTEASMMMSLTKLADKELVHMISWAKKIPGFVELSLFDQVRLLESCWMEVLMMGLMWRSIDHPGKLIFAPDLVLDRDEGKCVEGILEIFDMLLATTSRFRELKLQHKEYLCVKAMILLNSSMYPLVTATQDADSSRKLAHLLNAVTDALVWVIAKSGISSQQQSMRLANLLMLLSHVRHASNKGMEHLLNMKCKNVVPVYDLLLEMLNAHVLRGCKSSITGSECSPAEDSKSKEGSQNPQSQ
# sEH inh = inhibitors of human soluble epoxide hydrolase. P34913. recombinant human sEH enzymatic activity assay. inhibition, % at 2 µM. actives 0.34% (n = 91,000). AID 707; in the data active = inhibition above about 80%; note: values of inactives mirror those of a sister screen read the other way; many of its hits are not listed in these tables
# Numbers without * were called inactive; . = no result given; [ ] = another dose, or the depositor's remark.
SMILES,CD11b adhes enh,Calb biofilm kill,MT1-MMP txn act,ERa coact pot,sEH activator,Mac1 fbg inh,Smad3 inh,ERb SRC1 inh,sEH inh
O=C1C(Cl)=C(N2CCOCC2)C(=O)N1CCc1ccccc1,.,-5,0.8,113,-11,.,7,-4,11
NS(=O)(=O)c1ccc(CNC(=O)C2CCCCC2)cc1,0,1,1.1,131,-10,13,4,-3,12
O=C(CN1CCCCCC1)N1c2ccccc2C=Cc2ccccc21,0,-1,1.1,102,-14,-17,4,-6[fluorescence artefact?],12
CCC(C)(C)N1CC(=O)N(Cc2ccccc2)C(c2ccc(OC)cc2)C1=O (stereo unspecified),-4,-6,1.1,112,-2,-1,5,-2,3
CCCC(=O)Nc1nc(C(=O)OCC)cs1,.,6,1.1,60,-6,.,-11,-2,7
CCN1CCN(C(c2cc(OC)c(OC)c(OC)c2)c2nnnn2C(C)C)CC1 (stereo unspecified),2,-2,1.1,111,-3,-15,-3,1,5
Cn1c(=O)c(-c2ccccc2)nn2c3ccccc3nc12,.,4,1.1,140,5,.,11,2,-7
O=C(CSc1ncc(C(F)(F)F)cc1Cl)N1CCN(S(=O)(=O)c2ccc3ccccc3c2)CC1,0,.,.,.,5,12,.,.,-5
Fc1ccc(NCc2cn3ccccc3n2)cc1,-3,3,1.5,122,-3,9,-14,2[fluorescence artefact?],6
CCCSc1nnc(-c2cccc(S(=O)(=O)N(C)C)c2)n1-c1cc(OC)ccc1OC,0,8,1.2,132,-4,7,9,-13[fluorescence artefact?],3
Cc1ccc(S(=O)(=O)N/N=C\c2ccc([N+](=O)[O-])o2)cc1,2,.,.,.,8,-50,.,.,-8
Cc1cc2n(n1)C(c1ccccc1)Nc1ccccc1-2 (stereo unspecified),7,6,1,116,7,3,5,-4,-8
O=C(CNC(=O)c1cccs1)NCCN1CCN(c2ccccc2F)CC1,4,1,.,112,.,-5,-1,2,.
CC(=O)OCC(OC(C)=O)C(OC(C)=O)C(OC(C)=O)C(=O)Nc1ccccc1C (stereo unspecified),7,1,1.2,119,2,16,8[fluorescence artefact?],-2,-2
O=C(CCCC(=O)N1CCN(c2ccccc2F)CC1)N1CCN(c2ccccc2F)CC1,-4,-4,1.3,102,-1,1,-10,-2,-1
Cc1cc(C)n(C(=O)c2nn(C)c(C)c2[N+](=O)[O-])n1,.,9,1.2,106,8,.,8,-1,-5
CC(=O)N(C(C)=O)c1cccc2c(N(C(C)=O)C(C)=O)cccc12,1,1,1,117,7,-18,11,0[fluorescence artefact?],-8
Cc1ccc(C)c(/C(O)=C2\C(=O)C(=O)N(CCCN3CCOCC3)C2c2cccnc2)c1 (stereo unspecified),.,5,1,99,11,.,-3,-2,-12
CCCCOC(=O)n1c(SCC(=O)N(CC)CC)nc2ccccc21,8,5,1,101,9,-16,5,-7,-11
O=C(CSc1nnc(-c2cccs2)o1)OC1CCCCC1,-3,-5,1.1,91,.,-4,-1,-4,.
O=C(COC(=O)c1cc(S(=O)(=O)N2CCCCC2)ccc1N1CCOCC1)NC1CCCCC1,2,-5,1.1,85,1,-5,7,8[fluorescence artefact?],-1
CN(C)c1nc(N)nc(/C(C#N)=C/C2CC3C=CC2C3)n1 (stereo unspecified),0,6,1.2,105,1,-2,8,-9,-2
Cc1ccc(N=c2ssnc2Cl)cc1,2,5,1.2,61,-4,5,2,8,4
O=C(NC1CCCCC1)C(c1ccc(O)cc1)N(CC1CCCO1)C(=O)C1COc2ccccc2O1 (stereo unspecified),1,0,1.2,80,-20,-12,11,32[fluorescence artefact?],15
CN(CC(=O)N1CC=C(c2ccccc2)CC1)S(=O)(=O)c1ccc2c(c1)c(=O)n(C)c(=O)n2C,1,0,1.2,113,-8,6,6,-5[fluorescence artefact?],11
SMILES,CD11b adhes enh,Calb biofilm kill,MT1-MMP txn act,ERa coact pot,sEH activator,Mac1 fbg inh,Smad3 inh,ERb SRC1 inh,sEH inh
CN1c2ccccc2C(C)(C)C12CC(CCl)=NO2 (stereo unspecified),-5,2,1.1,72[fluorescence artefact?],-3,-4,-6,4,7
COC(=O)c1cnc2ccccc2n1,.,5,1.2,93,-7,.,6,-5,6
O=C(O)c1ccc(-n2nnnc2SCc2ccccc2F)cc1,2,6,1.3,112,.,-16,-10,0,.
O=C(Nc1cccc(Oc2ccc3c(c2)C(=O)NC3=O)c1)c1ccco1,-4,-4,1.2,121,-5,10,-1,12,5
Cc1cc(C)c2cc(CN(CCO)Cc3nnnn3Cc3ccccc3)c(=O)[nH]c2c1,-5,5,1.2,100,-5,2,2,-17,5
CCOC(=O)c1ccc(N=Cc2nc3ccccc3n2C)cc1,4,5,1.3,116,.,-15,-7,-2,.
Cc1cc(OCCN2CCOCC2)nc2ccccc12,-2,.,1.1,.,2,-7,.,.,-3
O=C1Nc2ccccc2C(O)(C(=O)NCc2ccco2)N1c1ccc(Cl)cc1 (stereo unspecified),-2,0,1.2,118,.,3,9,7[fluorescence artefact?],.
COC(=O)c1ccc(NC(=O)CSCc2ccc(C)cc2)cc1,5,7,.,110,-21,4,1,-5,21
C=CCn1c(SCn2nnc3ccccc3c2=O)nnc1-c1ccc(F)cc1,-3,8,1.2,67,.,-2,2[fluorescence artefact?],11,.
O=C(Cn1cnc2cc([N+](=O)[O-])ccc2c1=O)Nc1ccc2c(c1)CCC2,5,.,.,.,-2,-18,.,.,0
COc1cccc(C(=O)CSc2nnc(CNS(C)(=O)=O)n2-c2ccc(C)cc2)c1,0,-5,1,89[fluorescence artefact?],-2,-20,-2,9,1
CSc1ncc(Cl)c(C(=O)NCc2ccc3c(c2)OCO3)n1,-2,6,1.1,109,0,0,2,0,5
C=CCn1c(SCC(=O)NCc2ccc3c(c2)OCO3)nnc1C1COc2ccccc2O1 (stereo unspecified),0,7,1.1,124,-24,-1,7,4,23
COc1ccc(CNC(=O)C(c2ccc(C)o2)N(C(=O)c2csnn2)c2ccc(C(C)C)cc2)cc1 (stereo unspecified),-2,3,1.3,105,-3,-5,12[fluorescence artefact?],0,5
CCNC(=O)COn1c(SCC(=O)NCC)nc2ccccc2c1=O,.,8,1.2,116,-7,.,-2,-3,6
CCCC(=O)Nc1cc(OCC)c(NC(=O)NC2CCCCC2)cc1OCC,-3,-2,1.1,80,13,-10,-5,-6,-17
O=C(Cc1ccccc1)NC1CCN(C(=O)NCc2ccccc2)CC1,-2,8,.,101[fluorescence artefact?],3,-9,5,-13,-1
COc1ccccc1NC(=O)Nc1nnc(-c2ccco2)s1,-2,.,.,.,11,-10,.,.,-10
Cc1ccccc1OCc1nc(-c2ccc(NC(=O)c3ccc4c(c3)OCO4)cc2)no1,-3,11,1.3,154[fluorescence artefact?],.,0,-6[fluorescence artefact?],38[fluorescence artefact?],.
Cc1ccc(C)c(NC(=S)NNC(=O)c2sccc2C)c1,0,.,.,.,1,5,.,.,1
O=C(CC1(O)C(=O)N(Cc2ccccc2)c2ccccc21)c1ccc2c(c1)OCO2 (stereo unspecified),-6,6,1,97,-2,-1,-7,-16,2
Cc1ccc(OC(C)C(=O)O)cc1C (stereo unspecified),.,7,1.2,97,-5,.,-7,12,10
CCCCSc1nc(SCC(=O)NCc2ccco2)c2c3c(sc2n1)COC(C)(CC)C3 (stereo unspecified),-7,.,.,.,-8,56,.,.,11
O=C(NC1CCCc2ccccc21)C1CCC(CNS(=O)(=O)c2cccc3nsnc23)CC1 (stereo unspecified),1,8,.,113[fluorescence artefact?],-63,18,-36,15,62
SMILES,CD11b adhes enh,Calb biofilm kill,MT1-MMP txn act,ERa coact pot,sEH activator,Mac1 fbg inh,Smad3 inh,ERb SRC1 inh,sEH inh
Cc1ccc(OCc2nnc(NC(=O)c3ccco3)s2)c(C)c1,12,2,1.4,92[fluorescence artefact?],.,-4,11,43[fluorescence artefact?],.
CC(=O)COC(=O)CNC(=O)c1ccc(Br)cc1,-2,.,.,.,8,0,.,.,-9
Cc1nc(SCC(=O)NC(C)c2ccccc2)c2oc3ccccc3c2n1 (stereo unspecified),2,1,1,188[fluorescence artefact?],-26,13,-5,3,26
CCCCNC(=O)CSc1nc2ccccc2c(=O)n1CCNC(C)=O,.,10,1.1,98[fluorescence artefact?],6,.,-1,-2[fluorescence artefact?],-6
Cc1cc(C)c(C)c(S(=O)(=O)NCc2ccc(C(=O)N3CCCCC3)cc2)c1C,.,2,1.5,103,-8,.,8,-3,12
CCOc1ccc(Cn2nnc(C(=O)NCCc3ccc(Cl)cc3)c2N)cc1,4,2,.,153,-7,-6,1,-10,8
CCSc1nc(O)c(C2OC(=O)c3c2ccc(OC)c3OC)c(=O)n1-c1ccccc1 (stereo unspecified),1,7,1.1,104,-3,-7,-2,-1[fluorescence artefact?],4
CCOC(=O)Cn1nnnc1CN(Cc1ccccc1)Cc1cc2cc(CC)ccc2[nH]c1=O,1,0,1.1,100[fluorescence artefact?],.,5,11,-4,.
COC(=O)c1ccccc1NC(=O)c1cccs1,0,-1,1,107,1,3,-10,20[fluorescence artefact?],2
O=C1CCC2c3ccc4ccccc4c3CCN12 (stereo unspecified),.,4,1.1,95,-6,.,4,27,9
CCCN1C(=O)C2(C(C(=O)c3ccc(C)o3)=C(O)C(=O)N2CCCN2CCOCC2)c2ccccc21 (stereo unspecified),-4,0,1.2,109,9,-14,7,-1,-9
CC#CCCCC(=O)Nc1ccccc1C(=O)O,-2,-1,1.5,88,6,-8,-8,-4[fluorescence artefact?],-2
COCCNC(=O)c1ccccc1-c1nc(-c2ccccc2Cl)no1,1,10,1.3,128,1,10,-2,-4,1
O=C1C(Cl)=C(NCC2CCCO2)C(=O)N1c1cccc(Cl)c1Cl (stereo unspecified),0,6,1.2,94,-2,-10,-6,-7,2
COc1ccc(NC(=O)CC(NCCc2ccccc2)C(=O)O)c(OC)c1 (stereo unspecified),-7,8,1,105,4,13,9,-1,-5
O=C(COc1cccc2ccccc12)N1CCN(c2ccccn2)CC1,4,6,1.2,94,-6,-8,2,-28,8
CC(=O)N1CCc2cc(S(=O)(=O)CCC(=O)Nc3ccc4c(c3)OCCO4)ccc21,.,-2,1.3,100,.,.,-2,9[fluorescence artefact?],.
COC(=O)c1cc2c(C)c(C)c3ccccn3c-2c1C(=O)OC,3,.,.,.,-1,0,.,.,2
Cc1nc(N2CCN(C)CC2)c2sc(=S)n(C)c2n1,2,-3,.,107[fluorescence artefact?],.,-12,-12,-10[fluorescence artefact?],.
COc1ccc(CN2CNc3nc4ccccc4n3C2)cc1,-4,5,1.7,100,7,-5,6,-11,-6
O=S(=O)(c1ccc(Br)cc1)N1CCn2c(nc3ccccc32)C1,-2,12,1.1,99,-5,3,-1,-18[fluorescence artefact?],4
COc1cccc(C=Nc2cccnc2)c1O,-3,4,1.1,98,0,-10,-13,-8[fluorescence artefact?],-1

# A draw from above in order of count of non-hydrogen atoms, rising.
SMILES,CD11b adhes enh,Calb biofilm kill,MT1-MMP txn act,ERa coact pot,sEH activator,Mac1 fbg inh,Smad3 inh,ERb SRC1 inh,sEH inh
COc1ccc(CN2CNc3nc4ccccc4n3C2)cc1,-4,5,1.7,100,7,-5,6,-11,-6
Cc1ccc(OCc2nnc(NC(=O)c3ccco3)s2)c(C)c1,12,2,1.4,92[fluorescence artefact?],.,-4,11,43[fluorescence artefact?],.
CCOC(=O)Cn1nnnc1CN(Cc1ccccc1)Cc1cc2cc(CC)ccc2[nH]c1=O,1,0,1.1,100[fluorescence artefact?],.,5,11,-4,.

# Pulled by compound from the entries so far (3):
SMILES,CD11b adhes enh,Calb biofilm kill,MT1-MMP txn act,ERa coact pot,sEH activator,Mac1 fbg inh,Smad3 inh,ERb SRC1 inh,sEH inh
CC(=O)COC(=O)CNC(=O)c1ccc(Br)cc1,-2,.,.,.,8,0,.,.,-9
Cc1nc(N2CCN(C)CC2)c2sc(=S)n(C)c2n1,2,-3,.,107[fluorescence artefact?],.,-12,-12,-10[fluorescence artefact?],.
O=C1C(Cl)=C(NCC2CCCO2)C(=O)N1c1cccc(Cl)c1Cl (stereo unspecified),0,6,1.2,94,-2,-10,-6,-7,2

# The list is partial; rates above refer to the full screens.
